# Screens as filed in PubChem.
# Nrf2 ARE act – qHTS of Nrf2 Activators | AREc32 ARE-luciferase reporter (MCF7-derived line), luminescence, 24 h | Potency, µM (top dose mostly 46.1 µM), for inactives: at the top dose activation, actives largely listed as activators | 410,000 compounds, 0.31% hits; note: potency is the fitted concentration of half-maximal effect; % of control where 0% means no effect; nearly all actives have a fitted effect of over 65% in size
#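 Quantitative high-throughput format: AREc32 reporter cells, 1000 per well, received compound by pin transfer and were incubated 24 hr at 37 deg C, 5% CO2, before Steady-Glo luminescence detection.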
# TGFb inhibitor – qHTS for Inhibitors of TGF-b; AID 588855, 2011; Potency, µM (doses to about 46.1 µM), for inactives: top-dose activity, negative = inhibition, actives largely listed as inhibitors; 410,000 compounds, 1.2% hits; HepG2 CAGA-GFP TGF-b/SMAD3 reporter, GFP fluorescence, 18 h; TGF-beta stimulated, 500 pg/mL final; note: potency is the fitted concentration of half-maximal effect; % is set by controls: 0 for no effect and ±100 for the full control effect; nearly all actives have a fitted effect of over 65% in size
#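 HEPG2 CAGA-GFP cells (1000/well, DMEM with 1% FBS) were pre-incubated 2 h at 37 degrees C, given compound by pin tool, then stimulated with TGF-beta at 500 pg/mL final for 18 h before per-cell GFP fluorescence imaging.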
# Nrf2 inh – Nrf2 qHTS screen for inhibitors | A549 ARE-Fluc reporter, luciferase luminescence, 18-24 h | Potency, µM (doses to about 46 µM), for the others: top-dose activity change, negative = inhibition, actives largely listed as inhibitors | 360,000 compounds, 2.1% hits | AID 504444, 2011; note: potency is the fitted concentration of half-maximal effect; % is set by controls: 0 for no effect and ±100 for the full control effect; nearly all actives have a fitted effect of over 60% in size
#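 Reporter: ARE-Fluc in A549. Exposure: 18-24 h, 37 °C, 5% CO2, 5% FBS OPTI-MEM. Readouts: fluorescent cytotoxicity (CellTiter-Fluor), then luminescent Nrf2 signal after BugLite.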
# ATXN2 expr inh – Primary qHTS for Inhibitors of ATXN expression. 360,000 compounds, 0.72% hits. HEK-293 ATXN2-luciferase reporter, luminescence, 24 h. Potency, µM (titrated, usually from 57 µM), for the others: at the highest dose activity change, negative = inhibition, most hits filed as inhibitors; note: potency is the fitted concentration of half-maximal effect; % is set by controls: 0 for no effect and ±100 for the full control effect; nearly all actives have a fitted effect of over 55% in size
#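 qHTS (up to 57 uM final) was run with 24 h compound exposure of reporter cells at 37 °C. Each well was multiplexed: SteadyGlo luminescence measured ATXN2-luciferase expression after a fluorogenic Gly-Phe-AFC viability readout (25 uM final).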
# A549 viability – Nrf2 qHTS screen for inhibitors: counterscreen for cytotoxicity | Potency, µM (titrated, usually from 46 µM), for inactives: top-dose activity change, negative = cytotoxicity, usual class: inhibitors | 390,000 compounds, 0.16% hits | AID 504648, 2011 | A549 ARE-Fluc cells, CellTiter-Fluor viability, 18-24 h; note: potency is the fitted concentration of half-maximal effect; % is set by controls: 0 for no effect and ±100 for the full control effect
#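 A549 ARE_Fluc cells in 5% FBS OPTI-MEM were exposed to compounds in concentration-response for 18-24 h at 37 deg C. Viability was read by CellTiter-Fluor fluorescence (Ex 405/Em 525) after 30 min, before the luciferase read.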
# IL2 activator – qHTS of IL-2 Activators; activation, % (series mostly up to about 46 µM); IL-2 activation reporter assay, cell-based qHTS; stimulated with anti-CD3/CD4/CD28 beads; in transgenic mouse T cells; 360,000 compounds, 0.065% hits; in the data active = activation above about 50%; inconclusive = mostly about 30% to 49%; note: 0% is about no effect
#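 Readout: EGFP and DsRed signals by fluorescent plate cytometry. Unstimulated transgenic mouse T cells received compound 60 min before antibody-bead stimulation, then incubated 18 h at 37 degrees C.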
# EPAC2 ag – qHTS for Agonist of cAMP-regulated guanine nucleotide exchange factor 4 (EPAC2): primary screen; 360,000 compounds, 0.079% hits; Rap guanine nucleotide exchange factor 4 (Homo sapiens), Q8WZA2; Potency, µM (highest dose often 154 µM), inactives show top-dose activation, most hits filed as activators; EPAC2 activation, biochemical qHTS; response scale: 100% = 6.5 mM cAMP response; note: potency is the fitted concentration of half-maximal effect; nearly all actives have a fitted effect of over 50% in size
# Target sequence (Q8WZA2 whole entry, looked up): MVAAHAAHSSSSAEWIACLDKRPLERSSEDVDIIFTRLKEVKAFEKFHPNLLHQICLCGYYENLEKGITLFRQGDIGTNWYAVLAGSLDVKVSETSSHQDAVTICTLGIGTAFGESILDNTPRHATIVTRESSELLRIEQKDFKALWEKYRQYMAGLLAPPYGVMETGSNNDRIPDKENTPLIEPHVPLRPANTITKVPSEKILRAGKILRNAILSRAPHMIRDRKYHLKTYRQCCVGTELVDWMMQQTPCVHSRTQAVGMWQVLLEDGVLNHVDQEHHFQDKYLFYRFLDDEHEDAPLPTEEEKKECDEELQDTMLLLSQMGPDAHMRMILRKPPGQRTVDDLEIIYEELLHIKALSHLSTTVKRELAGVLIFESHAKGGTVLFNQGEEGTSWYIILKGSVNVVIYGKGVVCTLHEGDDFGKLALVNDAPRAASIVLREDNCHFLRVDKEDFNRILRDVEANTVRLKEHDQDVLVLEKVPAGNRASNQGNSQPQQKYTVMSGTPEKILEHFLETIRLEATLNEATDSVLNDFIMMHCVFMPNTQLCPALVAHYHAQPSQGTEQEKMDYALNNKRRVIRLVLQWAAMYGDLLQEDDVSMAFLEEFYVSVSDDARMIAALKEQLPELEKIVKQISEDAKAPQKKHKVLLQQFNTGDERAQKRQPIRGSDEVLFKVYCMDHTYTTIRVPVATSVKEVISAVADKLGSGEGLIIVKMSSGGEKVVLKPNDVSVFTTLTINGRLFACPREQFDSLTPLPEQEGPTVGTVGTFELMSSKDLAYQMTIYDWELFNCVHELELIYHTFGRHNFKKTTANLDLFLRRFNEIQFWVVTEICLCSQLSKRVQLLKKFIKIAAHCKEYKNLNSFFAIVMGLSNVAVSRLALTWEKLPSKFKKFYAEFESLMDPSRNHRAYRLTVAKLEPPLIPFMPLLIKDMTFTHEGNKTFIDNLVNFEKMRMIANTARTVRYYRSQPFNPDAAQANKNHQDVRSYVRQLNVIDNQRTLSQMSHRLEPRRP
#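 EPAC2 (100 nM) mixed with Rap1B loaded with BODIPY-GDP (250 nM) plus 50 uM unlabeled GDP; compounds pinned in, 5 min RT, then read every 5 min for 30 min (ex 480, em 540 nm). Normalized to cAMP control.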
# HepG2 viability – qHTS for Inhibitors of TGF-b: Cytotox Counterscreen | HepG2 CAGA-GFP viability, ATP luminescence, 18 h | Potency, µM (doses to about 46.1 µM), for the others: at the top dose activity change, negative = cytotoxicity, actives largely listed as cytotoxic | 410,000 compounds, 0.76% hits | AID 588856, 2011; note: potency is the fitted concentration of half-maximal effect; some results filed as inactive show a strong effect at the top dose
#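 CellTiter-Glo luminescence gave cytotoxicity after 18 hours at 37 degrees C. The cells were HepG2 CAGA-GFP in 1% FBS DMEM, stimulated with 500 pg/mL TGF-beta after compound addition. %Activity was normalised to no-cell wells (complete cell-killing) and DMSO (no toxicity), and curves were fitted and classified.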
# S2 tox – Viability Counterscreen for Primary qHTS for Inhibitors of ATXN expression; S2 cells (HEK-293 line with an ATXN2-luciferase reporter) viability, CellTiter-Fluor protease fluorescence, 24 h; Potency, µM (highest dose often 56.7 µM), actives largely listed as cytotoxic; 400,000 compounds, 0.49% hits; AID 651635, 2014; note: potency is the fitted concentration of half-maximal effect; nearly all actives have a fitted effect of over 40% in size
# * = called active by the depositor; i = inactive; ? = inconclusive; nt = no result given; [ ] = another dose, or the depositor's remark. Unless noted, calls come from the whole dose curve; as a rule, active = well fitted curve in the direction sought with a large enough effect; inconclusive = small, poorly fitted or top-dose-only effect, or another doubt; inactive = no such curve, though single readings can be large; an effect the other way counts as inactive or inconclusive.
(1) Cc1ccc(C(=O)NNC(=O)c2ccc3ccccc3c2O)cc1
(2) OC(c1ccc(F)c(F)c1)c1nc(-c2ccccc2)cs1 (stereo not drawn)
(3) Cc1ccc(NC(=O)c2cccc(-n3cnnn3)c2)cc1Cl
(4) O=C(NS(=O)(=O)Oc1cccc(F)c1)OC[C@@H]1CCCN2CCCCC12 (stereo partly drawn)
(5) COc1ccc(C2CC(c3cccs3)=NN2C(=S)Nc2ccccc2)cc1OC (stereo not drawn)
(6) COc1ccc(C(=O)Nc2nnc(Cc3ccccc3)s2)c(OC)c1
(7) CC1(C)CC(=O)C2=C(C1)NC(=O)CC2c1cccc(F)c1 (stereo not drawn)
(8) Cc1ccc(CN(C(=O)c2ccco2)C(C(=O)NC2CCCC2)c2ccc(N3CCOCC3)cc2)cc1 (stereo not drawn)
(9) COc1ccc(Cn2c(C(=O)O)c(CNC3CCC(C)CC3)c3ccc(C)cc32)cc1 (stereo not drawn)
(10) O=C(CSc1nnc(Cn2c(=O)sc3ccccc32)n1-c1ccccc1)N1CCCCCC1

assay / compound,1,2,3,4,5,6,7,8,9,10
Nrf2 ARE act,-1.1%,-0.3%[9.22 µM],0.5%,1.9%,0.8%,0.1%,6.5%,0.2%,-0.2%,-0.3%
TGFb inhibitor,-1%,-37%,0%,2%,17%,1%,5%,7%,-13%,0%
Nrf2 inh,?,nt,-26%,10%,?,-3%,nt,-20%,-22%,3%
ATXN2 expr inh,-10%,3%,-14%,1%,4%,-14%,9%,-10%,1%,4%
A549 viability,0%,nt,3%,9%,-7%,-3%,-2%,-4%,?,-2%
IL2 activator,-1.5,-0.4,0.4,3.5,0.9,0.1,-2.5,-1.8,nt,-2.6
EPAC2 ag,1%,0%,8%,0%,6%,-3%,3%,9%,nt,5%
HepG2 viability,-18%,-42%,-4%,13%,0%,-1%,8%,4%,-12%,-29%
S2 tox,i,i,i,i,i,i,i,i,i,i

# The closing four compounds of the section above are carried over, then new ones follow.
(7) CC1(C)CC(=O)C2=C(C1)NC(=O)CC2c1cccc(F)c1 (stereo not drawn)
(8) Cc1ccc(CN(C(=O)c2ccco2)C(C(=O)NC2CCCC2)c2ccc(N3CCOCC3)cc2)cc1 (stereo not drawn)
(9) COc1ccc(Cn2c(C(=O)O)c(CNC3CCC(C)CC3)c3ccc(C)cc32)cc1 (stereo not drawn)
(10) O=C(CSc1nnc(Cn2c(=O)sc3ccccc32)n1-c1ccccc1)N1CCCCCC1
(11) COc1ccc(CN2CCC(=O)c3ccccc3S2(=O)=O)cc1
(12) CCOC(=O)c1sc(N2N=C(C)/C(=C\c3ccc(OCC(=O)OC)cc3)C2=O)nc1C
(13) CCOC(=O)c1ccc(NC(=O)C2(c3ccccc3)CCCC2)cc1
(14) Cc1noc(C)c1-c1nnc(-c2ccc(C(F)(F)F)cc2)o1
(15) Cc1cc(NC(=O)c2cccs2)ncc1NC(=O)c1cccc(F)c1
(16) Cc1c(C(=O)O)sc(=S)n1CCOc1ccccc1
(17) CCCCCCc1c(C)nc(-n2[nH]c(C)c(CCO)c2=O)[nH]c1=O
(18) CCCCN(C)CCCNC(=O)c1cc(Nc2ccc(OC)c(OC)c2)nc2ccccc12
(19) CN(Cc1ccccc1)C(=O)c1cc(S(=O)(=O)N2CCOCC2)cn1C
(20) COc1cccc(C2C3=C(CCCC3=O)Nc3nc(-c4cc(OC)c(OC)c(OC)c4)nn32)c1 (stereo not drawn)

assay / compound,7,8,9,10,11,12,13,14,15,16,17,18,19,20
Nrf2 ARE act,6.5%,0.2%,-0.2%,-0.3%,nt,0.1%,0.3%,5.0%,5.0%,0.2%,0.3%,2.8%,0.2%,4.3%
TGFb inhibitor,5%,7%,-13%,0%,-1%,13%,-7%,11%,-3%,-2%,12%,-18%,-4%,12%
Nrf2 inh,nt,-20%,-22%,3%,?,?,-13%,2%,?,-5%,-25%,-9%,?,-9%
ATXN2 expr inh,9%,-10%,1%,4%,nt,0%,3%,nt,32%,-1%,14%[11.3 µM],-8%,-17%,7%
A549 viability,-2%,-4%,?,-2%,0%,3%,-19%,12%,-2%,10%,-9%,-8%,1%,-11%
IL2 activator,-2.5,-1.8,nt,-2.6,nt,-3.5,-2.5,-0.5,1.4,0.8,0.2,-2.8,-1.0,-2.4
EPAC2 ag,3%,9%,nt,5%,nt,-7%,13%,7%,-1%,6%,-4%,5%,13%,-5%
HepG2 viability,8%,4%,-12%,-29%,3%,2%,-6%,15%,-3%,-1%,-11%,-52%,0%,-20%
S2 tox,i,i,i,i,nt,i,i,i,i,i,i,i,i,i

# (list continues)
# The line under a structure holds: Nrf2 ARE act	TGFb inhibitor	Nrf2 inh	ATXN2 expr inh	A549 viability	IL2 activator	EPAC2 ag	HepG2 viability	S2 tox
21) O=C(Cn1nnc(-c2ccccc2)n1)N/N=C/c1ccco1
    0.9%	-4%	8%	6%	2%	-0.6	-5%	-1%	i
22) CC(=O)c1cccc(NC(=O)C2CCCN(S(=O)(=O)c3ccccc3)C2)c1 (stereo not drawn)
    5.9%	-23%	8%	-8%	?	0.2	12%	-4%	i
23) Cc1cc(N2CCOCC2)nc(-c2ccc([N+](=O)[O-])cc2)n1
    1.3%	3%	0%	12%	-2%	0.2	0%	5%	i
24) Cc1cc(Cl)ccc1OCC(=O)N(Cc1ccc(N(C)C)cc1)C1CCS(=O)(=O)C1 (stereo not drawn)
    5.6%	-9%	-19%	7%	-24%	nt	nt	3%	i
25) CC1(OC(=O)C2CCCC2)C(=O)C=C2C=C(c3ccsc3)N(C(CO)CO)C=C2C1=O (stereo not drawn)
    0.0%	-3%	-18%	-3%	?	-0.3	7%	-4%	i
26) O=C(CSc1nnc(SCc2ccc(Cl)cc2)s1)N1CCOCC1
    0.2%	-10%	?	4%	2%	1.4	-5%	-9%	?
27) O=C(N/N=C/c1cc2c(cc1Cl)OCO2)c1ccncc1
    -0.3%	-2%	5%	2%	7%	-2.1	8%	0%	i
28) Oc1ccccc1-c1nnc(-c2ccc(C(F)(F)F)cc2)o1
    24%	2%	20%	55%[activator]	-7%	1.4	5%	-18%	i
29) CCc1nc2c(OCCOc3ccccc3)cccn2c1N(C)C(=O)C1CC1
    -1.0%	-8%	nt	-6%	nt	-0.5	13%	-32%	i
30) COC(=O)CCSc1nc(N2CCOCC2)c2c(c1C#N)CC(C)(C)OC2
    -0.1%	0%	?	8%	1%	1.2	-2%	1%	i
31) O=C(NCc1cc([N+](=O)[O-])ccc1O)c1cccnc1Sc1ccc(Cl)cc1
    -0.3%	?	8%	-18%	7%	-2.0	0%	-24%	i
32) COc1ccc(C(=O)N=C2SC3CS(=O)(=O)CC3N2c2ccc(N(C)C)cc2)cc1OC (stereo not drawn)
    2.9%	13%	4%	nt	-20%	-0.2	-10%	6%	i
33) Cc1ccccc1Oc1nc2ccccn2c(=O)c1/C=C(\C#N)C(=O)Nc1c(C)n(C)n(-c2ccccc2)c1=O
    6.6%	-17%	2%	1%	-12%	-2.4	0%	10%	i
34) COc1ncnc2sc(-c3ccccc3)cc12
    14%	-21%	?	65%[activator]	-4%	3.2	5%	-22%	i
35) N#Cc1ccccc1NC(=O)CSc1nnc(-c2ccncc2)o1
    0.1%	8%	9%	nt	-4%	0.3	-2%	1%	i
36) CCCc1cc(C(N)=O)c(NC(C)=O)s1
    -0.6%	-9%	nt	10%	0%	-3.4	0%	-10%	i
37) Oc1ccc(F)cc1-c1cc(-c2ccc3c(c2)OCCO3)n[nH]1
    12%	?	5%	131%[activator]	-1%	0.8	7%	-20%	i
38) Cc1nnc(NCc2ccc(Cl)cc2)c2c1nnn2Cc1ccc(F)cc1
    -0.8%	2%	-11%	10%	1%	nt	nt	4%	i
39) COc1ccccc1-c1cc2c(c3c1ccn3C)C1CCC2O1 (stereo not drawn)
    0.7%	1%	nt	0%	nt	0.9	8%	8%	i
40) CCN(CC)S(=O)(=O)c1ccc2c(c1)nc(CN(C)C(=O)Nc1ccc(F)cc1)n2C
    5.3%	-5%	nt	-69%	2%	nt	nt	-28%	i
41) O=C(O)C(=Cc1ccccc1)Cc1ccccc1
    -0.3%	3%	-9%	17%	-1%	2.5	7%	-5%	i
42) CCN1C(=O)CC(c2ccc(OC(C)C)cc2)C1=O (stereo not drawn)
    3.1%	-20%	22%	12%	-6%	1.9	5%	4%	i
43) CCOC(=O)c1cnc(SCc2nc(N)nc(Nc3ccccc3)n2)nc1N
    4.7%	-8%	-1%	-2%	11%	-2.3	-14%	-18%	i
44) Clc1ccc(Cn2c(-c3cccnc3Cl)nc3ccccc32)cc1
    0.1%	-10%	-20%	?	0%	-1.3	5%	-6%	i
45) Clc1ccc(-c2csc(=Nc3cccnc3)n2CCCn2ccnc2)cc1Cl
    -0.6%	?	?	-35%	-8%	-2.2	-2%	-45%	i
46) CC(=O)N/C(=C\c1ccccc1)C(=O)NC(C)C(=O)O (stereo not drawn)
    0.4%	3%	1%	-6%	-3%	0.2	16%	-2%	i
47) Cc1cc(C)n(-c2ccc(C(=O)NC(C)C)cc2)n1
    -0.2%	-1%	?	-7%	3%[1.84 µM]	-1.6	7%	-7%	i

# No enrichment for hits; about 4.3% have a hit in one of these screens.
